Bioassay records deposited in PubChem by Broad Institute.
Statin myotox sup = suppressors of simvastatin-induced myotoxicity in C2C12 myotubes; rescue of ATP level, % at 7.49 µM; 330,000 compounds, 0.78% hits; ATP luminescence, 48 h; scaled: DMSO 0, geranylgeraniol control 100;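 active = mean ATP rescue above about 67%, or every replicate alone reaching that limit, limit read from the data, passing the limit was not always enough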;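 also: myotubes were challenged with 10 µM simvastatin during compound exposure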
ARNT TACC3 PPI = disruptors of human ARNT/TACC3 interaction; 390,000 compounds, 0.66% hits; AlphaScreen His-ARNT PAS-B/GST-TACC3 binding, luminescence; TACC3 fragment carries E629A point mutation; Q9Y6A5; inhibition, % at 9.99 µM; AID 623870;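 active = mean inhibition of replicates at least 50% and at least half of replicates each reaching 50%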;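 also: 0% = complete ARNT plus TACC3 wells and 100% = ARNT alone without TACC3; many hits fall short of the cut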
Cneo AK release = causes C. neoformans cell lysis | adenylate kinase release luminescence, 4 h; normalised: neutral wells 0, clomiphene wells 100 | lysis activity, % at 15 µM | 360,000 compounds, 0.2% hits;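 active = mean lysis activity across replicates of at least 80%, whatever share of replicates individually reach that level; inactive = mean lysis activity below 80%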
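Assay system: C. neoformans cells. Amount: yeast cell density of 5 × 10^6 cells/mL. Technique: AK luminescence. Buffer or medium: YPD. Times: static 4 h at 37 °C with compound, 1 h detection. Dosing: single-point compound dose. Read-out: lysis from increased AK signal.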
LGR2 inh = Drosophila LGR2 receptor signaling inhibition; HEK293 LGR2, CRE-luciferase, bursicon-stimulated, 4 h; inhibition, % at 9.99 µM; 380,000 compounds, 0.35% hits; AID 720647;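 active = drop in luminescence signal, shown as inhibition above about 50% in the replicate tests, limit read from the data, passing the limit was not always enough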;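 also: agonist challenge used bursicon conditioned medium at about half maximal strength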
PGC1a acetyl inh = PGC1a acetylation modulation, inhibitor mode. 350,000 compounds, 0.17% hits. inhibition, % at 15.6 µM. U2OS PGC1a acetylation, AlphaScreen anti-acetyl-lysine; with virally co-expressed GCN5 acetyltransferase;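 active = every replicate shows inhibition of at least 40%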;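 also: 0% = neutral control wells and 100% = positive control wells; some results beyond the cut were filed as inactive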
GSIS activator = GLuc luminescence reporter in INS-1E cells, primary screen for activators of glucose-dependent secretion of insulin; AID 743287; activation, % at 16.6 µM; 370,000 compounds, 0.61% hits; INS-1E GLuc reporter insulin secretion, 2-3 h;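 active = lowest replicate activation of at least 40%, so every replicate reaches that level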;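 also: 0% = median of neutral control wells and 100% = median of IBMX positive control wells; some compounds called inactive have numbers as strong as hits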
PAX8 inh HTS = inhibitors of PAX8 transcriptional activity in RMG-I cells | RMG-I TPO-luciferase reporter, SteadyGlo, 24 h | 360,000 compounds, 1.2% hits | inhibition, % at 12.6 µM;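 active = mean replicate inhibition at least 60% with every replicate also reaching 60%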;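 also: luciferase light reporting Pax8 driven TPO promoter activity; plate controls were median of neutral control wells for no effect and mitoxantrone controls for full effect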
PglD inh = blocks C. jejuni PglD acetyltransferase activity; purified PglD enzyme, DTNB colorimetric CoA detection; inhibition, % at 12.5 µM; 360,000 compounds, 0.098% hits; in the data active = inhibition above about 16%, passing the limit was not always enough; also: strong numbers were not always called active
* marks the source's active call; other numbers are inactive results; . = not tested or not shown; & = joins results of further samples. Random draw from the library (roughly 2.9% active in at least one column).

SMILES	Statin myotox sup	ARNT TACC3 PPI	Cneo AK release	LGR2 inh	PGC1a acetyl inh	GSIS activator	PAX8 inh HTS	PglD inh
CC(C)NC(=O)N(C)C[C@@H]1Oc2ccc(NC(=O)CCCCCC(=O)Nc3ccccc3N)cc2CC(=O)N([C@H](C)CO)C[C@H]1C	-26	-2	-11	4	10	-2	-21	0
C[C@H](CO)N1C[C@H](C)[C@H](CN(C)Cc2ccc3c(c2)OCO3)Oc2c(NC(=O)C3CC3)cccc2C1=O	-2	3	3	-10	-2	7	.	1
O=C(Nc1cccc(C(=O)N2CCOCC2)c1)c1ccccc1Br	2	8	-1	-10	1	20	9	4
Cc1[nH][nH]c(=O)c1C(c1ccc(N(C)C)c(Br)c1)c1c(C)[nH][nH]c1=O	.	5	.	11	6	-32	-11	.
Cc1cc(C)nc(N(C#N)Cc2ccccc2)n1	-7	21	0	.	3	.	0	3
COc1ccc(C#Cc2cnc3c(c2)C(=O)N([C@@H](C)CO)C[C@H](C)[C@H](CN(C)C)O3)cc1	-2	-8	-1	-14	0	4	.	-1
Cc1cc(NC(=O)CCC(=O)N(CC(=O)NCC2CCCO2)c2ccc(C(C)C)cc2)no1 (stereo unspecified)	-3	-9	-2	8	-1	20	-2	0
COc1ccc(NC(=O)C2CCCN(S(=O)(=O)c3ccc4c(c3)CCCN4C(C)=O)C2)cc1 (stereo unspecified)	3	.	-2	-2	-6	18	27	2
C=CCNC(=S)NS(=O)(=O)c1cccs1	1	-5	0	3	13	27	5	-6
CC(NC(=O)Cn1nc(C(=O)O)c2ccccc2c1=O)C12CC3CC(CC(C3)C1)C2 (stereo unspecified)	1	-1	-3	-19	.	.	-5	2
O=C(O)CCNC1CCCCC1	.	-19	.	2	.	12	10	.
Cc1c(O)ccc2c(O)c(NC(=O)c3ccc4c(c3)CCC(C)(C)O4)c(=O)oc12	.	-8	.	-2	.	22	8	.
Cc1noc(C)c1NC(=O)N(C)C[C@@H]1Oc2c(NS(C)(=O)=O)cccc2C(=O)N([C@@H](C)CO)C[C@@H]1C	.	.	3	2	-10	18	.	4
Oc1cc(OCc2ccccc2)ccc1-c1[nH]ncc1-c1ccccc1	-12	-1	45	6	-5	-16	1	4
C[C@H]1CCCCO[C@@H](CN(C)C(=O)Nc2ccccc2)[C@@H](C)CN([C@@H](C)CO)C(=O)c2cc(NC(=O)CCC(F)(F)F)ccc2O1	.	-6	1	2	-3	-14	11	-6

Whole records, quoted from the list. Order of screens: Statin myotox sup, ARNT TACC3 PPI, Cneo AK release, LGR2 inh, PGC1a acetyl inh, GSIS activator, PAX8 inh HTS, PglD inh
O=C(Nc1cccc(C(=O)N2CCOCC2)c1)c1ccccc1Br is listed as 2, 8, -1, -10, 1, 20, 9, 4
COc1ccc(NC(=O)C2CCCN(S(=O)(=O)c3ccc4c(c3)CCCN4C(C)=O)C2)cc1 (stereo unspecified) is listed as 3, ., -2, -2, -6, 18, 27, 2
Cc1cc(C)nc(N(C#N)Cc2ccccc2)n1 is listed as -7, 21, 0, ., 3, ., 0, 3

Next results follow:
SMILES	Statin myotox sup	ARNT TACC3 PPI	Cneo AK release	LGR2 inh	PGC1a acetyl inh	GSIS activator	PAX8 inh HTS	PglD inh
Cc1ccc(S(=O)(=O)Nc2ccc3c(c2)CC(=O)N([C@@H](C)CO)C[C@@H](C)[C@H](CN(C)CC2CC2)O3)cc1	12	0	0	5	-9	17	-17	-2
O=S(=O)(c1ccc(Br)cc1)c1nc(-c2ccco2)oc1NCCCn1ccnc1	-14	64*	.	-20	.	16	-1	.
CCCS(=O)(=O)N1CCC(C(=O)NC2CCCC(C)C2C)CC1 (stereo unspecified)	-2	-3	0	.	-6	.	.	3
O=C(OCC(=O)c1ccc(Cl)cc1Cl)c1ccc2c(c1)C(=O)N(c1cccc3ncccc13)C2=O	-10	1	-7	.	0	.	5	-8
COc1ccc(OC)c(NS(=O)(=O)c2cc3c4c(c2)CCN4C(=O)CC3)c1	-9	-12	.	18	.	17	-8	.
N#Cc1ccc(OCC(=O)N(C2CCCCC2)C2CCS(=O)(=O)C2)cc1 (stereo unspecified)	-4	2	13	3	3	4	0	4
Cc1nc2ccccc2nc1OCc1ccccc1	-2	-3	-2	-44	-7	4	13	0
CC(C)CSC1=NSC2=NC(=O)/C(=C\c3ccccc3)C(=N)N12	15	2	-4	-10	2	-29	-75	0
COc1ccc(S(=O)(=O)Nc2cccc3c2O[C@H](CN(C)S(=O)(=O)c2c(C)noc2C)[C@@H](C)CN([C@H](C)CO)C3=O)cc1	30	-1	45	.	13	0	.	0
Cc1c(Cl)c([N+](=O)[O-])nn1CC(=O)NCC1CCCO1 (stereo unspecified)	-8	-2	2	20	3	10	1	-2
CC(=O)c1sc(NC(=O)C(C)C)nc1C	-10	-4	4	.	-12	.	.	2
CCc1ccc(OCC(=O)N(CC)CC)cc1	.	0	.	11	-10	2	-22	.
COCCn1c(Cc2ccccc2)nnc1SC(C)C(=O)NC1CC1 (stereo unspecified)	-3	6	1	-6	.	6	-8	-2
COc1cc2nc(SCc3ccc(C(F)(F)F)cc3)n(Cc3cccs3)c(=N)c2cc1OC	-6	-3	1	.	-8	.	.	4
COc1cc(C2=NOC(C(=O)Nc3c(C)n(C)n(-c4ccccc4)c3=O)C2)cc(OC)c1OC (stereo unspecified)	-9	0	0	-4	4	-1	-3	-1

Copied from the list:
O=C(OCC(=O)c1ccc(Cl)cc1Cl)c1ccc2c(c1)C(=O)N(c1cccc3ncccc13)C2=O in PAX8 inh HTS → 5
CCc1ccc(OCC(=O)N(CC)CC)cc1 in LGR2 inh → 11
Cc1nc2ccccc2nc1OCc1ccccc1 in PglD inh → 0
CC(C)CSC1=NSC2=NC(=O)/C(=C\c3ccccc3)C(=N)N12 in PglD inh → 0
COc1ccc(S(=O)(=O)Nc2cccc3c2O[C@H](CN(C)S(=O)(=O)c2c(C)noc2C)[C@@H](C)CN([C@H](C)CO)C3=O)cc1 in Statin myotox sup → 30

(list continues)
SMILES	Statin myotox sup	ARNT TACC3 PPI	Cneo AK release	LGR2 inh	PGC1a acetyl inh	GSIS activator	PAX8 inh HTS	PglD inh
COc1ccc(C(=O)N2C[C@H]3[C@@H](c4ccccc42)[C@H](CO)N3Cc2ccc(Cl)cc2)cc1	36	7	13	16	-18	-16	33	-2
CC(C)NC(=O)N(C)C[C@@H]1Oc2c(NS(=O)(=O)c3ccc(Cl)cc3)cccc2C(=O)N([C@@H](C)CO)C[C@H]1C	-19	.	0	23	-6	18	-10	-1
Cc1ccccc1Nc1nnc(SCC(=O)c2c(N)n(C)c(=O)n(C)c2=O)s1	.	-5	.	10	-14	-1	-5	.
Cc1ccc(NC(=O)CCN2CCN(C/C=C/c3ccccc3)CC2)cc1C	3	-4	1	2	-2	-18	.	4
COc1ccc(OC)c(S(=O)(=O)NC(=O)C2(C)CCN2C(=O)C2(c3ccc(Cl)cc3)CC2)c1 (stereo unspecified)	-3	.	-1	-8	-2	-3	0	5
COc1ccc(N(C)S(=O)(=O)c2cccc(C(=O)NC3=NCCS3)c2)cc1	-11	-4	0	.	4	.	.	-2
C[C@H]1CN([C@@H](C)CO)C(=O)c2cc(NC(=O)c3ccncc3)ccc2O[C@H]1CN(C)Cc1ccc(C(F)(F)F)cc1	-1	-16	23	-23	1	-5	4	6
Cc1noc(C)c1S(=O)(=O)Nc1ccc2c(c1)C(=O)N([C@@H](C)CO)C[C@H](C)[C@H](CN(C)Cc1ccc3c(c1)OCO3)O2	76*	-6	-2	4	16	13	.	1
O=C(c1ccc([N+](=O)[O-])cc1)N1CCN(C2=NS(=O)(=O)c3ccccc32)CC1	-2	2	-3	-5	9	-5	1	-3
C[C@H]1CN([C@@H](C)CO)C(=O)CCCn2cc(nn2)CO[C@H]1CN(C)Cc1ccc(O)cc1	0	-5	4	0	3	13	.	8
CCOc1ccccc1CN1CCNC(=O)C1CC(=O)N(C)CCc1ccccn1 (stereo unspecified)	118*	-8	2	7	2	-2	10	-7
CC(C)c1cn(CC[C@@H]2CC[C@H](NS(=O)(=O)c3ccc(F)cc3)[C@@H](CO)O2)nn1	3	.	43	2&-8	5	8&8	3&5	0
COc1ccc(S(=O)(=O)N2CCOCC2)cc1NC(=O)COc1cccnc1[N+](=O)[O-]	.	-3	.	14	-4	-10	8	.
O=[N+]([O-])c1ccccc1N/N=C\c1ccccc1Cl	10	1	-1	.	-2	.	.	-1
CCN1C(=O)C(NC(C)=O)c2cc(Br)ccc21 (stereo unspecified)	.	-7	1	.	0	.	.	2
C[C@H]1CN([C@@H](C)CO)C(=O)c2cc(NC(=O)Cc3ccccc3)ccc2O[C@H]1CN(C)Cc1ccc(Oc2ccccc2)cc1	12	6	0	-4	0	-25	.	-3
COc1cc(-c2cc(=O)c3ccc(O)cc3o2)cc(OC)c1OC	8	.	0	9	-15	.	.	-2
COc1ccc(CNC(=O)Cn2ccc([N+](=O)[O-])n2)cc1OC	4	-5	-2	-11	17	6	-6	-6
COC(=O)c1c(C)[nH]c(C)c1-c1ccc(C)cc1	-24	-9	1	.	-4	.	.	3
CCOc1ccc(N2CC(C(=O)NCc3ccc4c(c3)OCO4)CC2=O)cc1 (stereo unspecified)	11	0	-1	6	.	4	-18	-4
COc1ccc(NC(=O)Nc2cccc3c2O[C@H](CN(C)C(=O)Nc2ccc4c(c2)OCO4)[C@@H](C)CN([C@H](C)CO)C3=O)cc1	2&-1	1&5	-4&5	-9&-7	-3	-7&-8	-9	3&5
CN1C(=O)c2cc(NC(=O)c3ccc(Cl)cc3)ccc2OC[C@H]2O[C@H](CC(=O)NCc3cccc(F)c3)CC[C@H]21	-46	7	-3	10	-9	-15	13	-1
Cc1cc(C(=O)N2CCCC(N3CCN(c4ccccc4C)CC3)C2)no1 (stereo unspecified)	0	.	0	4	-3	1	-6	5

An excerpt of these results, with each value named:
> C[C@H]1CN([C@@H](C)CO)C(=O)c2cc(NC(=O)Cc3ccccc3)ccc2O[C@H]1CN(C)Cc1ccc(Oc2ccccc2)cc1
  Statin myotox sup = 12	ARNT TACC3 PPI = 6	Cneo AK release = 0	LGR2 inh = -4	PGC1a acetyl inh = 0	GSIS activator = -25	PAX8 inh HTS = .	PglD inh = -3
> COc1cc(-c2cc(=O)c3ccc(O)cc3o2)cc(OC)c1OC
  Statin myotox sup = 8	ARNT TACC3 PPI = .	Cneo AK release = 0	LGR2 inh = 9	PGC1a acetyl inh = -15	GSIS activator = .	PAX8 inh HTS = .	PglD inh = -2
> COc1ccc(CNC(=O)Cn2ccc([N+](=O)[O-])n2)cc1OC
  Statin myotox sup = 4	ARNT TACC3 PPI = -5	Cneo AK release = -2	LGR2 inh = -11	PGC1a acetyl inh = 17	GSIS activator = 6	PAX8 inh HTS = -6	PglD inh = -6
> COC(=O)c1c(C)[nH]c(C)c1-c1ccc(C)cc1
  Statin myotox sup = -24	ARNT TACC3 PPI = -9	Cneo AK release = 1	LGR2 inh = .	PGC1a acetyl inh = -4	GSIS activator = .	PAX8 inh HTS = .	PglD inh = 3
